# CHO-K1 Ca ag = M1 agonist counterscreen hit in parental CHO-K1 cells; activation, % at 3 µM; Fluo-8 calcium fluorescence; scaled to maximal ATP response, vehicle zero; 360,000 compounds, 0.48% hits; AID 602248; in the data active means activation above about 15%;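 further: untransfected CHO-K1 host cells lacking M1 receptor as counterscreen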
# M5 ag = CHRM5 agonism in calcium assay | CHO-K1 hM5 cells, Fluo-8 calcium fluorescence; 0% DMSO wells, 100% maximal acetylcholine response | activation, % at 3 µM | 360,000 compounds, 0.19% hits | AID 624037;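 active means activation above the run's mean over test compounds plus 3 SD, cut at about 23% in these data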;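 further: signal is peak over basal fluorescence ratio across the kinetic read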
# Target sequence (P08912 whole entry, looked up): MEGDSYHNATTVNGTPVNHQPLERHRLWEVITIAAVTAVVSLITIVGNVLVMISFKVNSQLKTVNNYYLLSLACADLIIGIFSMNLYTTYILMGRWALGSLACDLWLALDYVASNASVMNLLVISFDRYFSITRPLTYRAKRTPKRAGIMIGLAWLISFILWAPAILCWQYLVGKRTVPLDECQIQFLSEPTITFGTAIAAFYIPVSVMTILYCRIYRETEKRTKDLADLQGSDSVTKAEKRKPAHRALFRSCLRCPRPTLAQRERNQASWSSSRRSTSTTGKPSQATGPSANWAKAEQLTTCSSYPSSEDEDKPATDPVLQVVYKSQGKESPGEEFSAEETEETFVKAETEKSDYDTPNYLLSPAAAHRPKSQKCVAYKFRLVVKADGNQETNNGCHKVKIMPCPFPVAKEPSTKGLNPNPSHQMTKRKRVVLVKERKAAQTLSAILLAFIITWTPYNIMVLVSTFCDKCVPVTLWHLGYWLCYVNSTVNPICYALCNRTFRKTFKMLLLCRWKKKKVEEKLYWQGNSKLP
# CHRM5 PAM = CHRM5 positive allosteric modulation; 360,000 compounds, 0.3% hits; activation, % at 3 µM; CHO-K1 hM5, Fluo-8 calcium, ACh EC20 PAM; 0% = ACh EC20, 100% = ACh EC100; P08912;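 active means activation above the run cutoff, the mean activation of all test compounds plus 3 SD, cut at about 18% in these data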
#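 Measured by: Fluo-8 calcium fluorescence; material: human M5 receptor in CHO-K1 cells; schedule: Post-acetylcholine fluorescence recording 140 s; benchmarks: low control EC20 acetylcholine (0%), high control EC100 acetylcholine (100%); read-out: Max/basal fluorescence ratio as % of EC20–EC100 ACh window; compound: single dose, 3 µM nominal final test concentration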
# M5 antag = blocks acetylcholine activation of human M5 receptor; P08912; CHO-hM5 cells, Fluo-8 calcium fluorescence, ACh EC80; inhibition, % at 3 µM; 360,000 compounds, 0.59% hits;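 active means inhibition above a per-plate cutoff, the mean of that plate's test compounds plus 3 SD, cut at about 27% in these data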;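 further: 0% = acetylcholine EC80 with DMSO and 100% = DMSO without agonist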
# CHRM4 antagonist = antagonists of human muscarinic M4 receptor (CHRM4); P08173; CHO-hM4 cells, ACh EC80, Fluo-8 calcium fluorescence; inhibition, % at 3 µM; 360,000 compounds, 0.73% hits;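 active means inhibition above its plate's cutoff, the mean inhibition of sample wells plus 3 SD, cut at about 27% in these data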;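 further: 0% = acetylcholine EC80 with DMSO and 100% = DMSO without agonist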
# Target sequence (P08173 whole entry, looked up): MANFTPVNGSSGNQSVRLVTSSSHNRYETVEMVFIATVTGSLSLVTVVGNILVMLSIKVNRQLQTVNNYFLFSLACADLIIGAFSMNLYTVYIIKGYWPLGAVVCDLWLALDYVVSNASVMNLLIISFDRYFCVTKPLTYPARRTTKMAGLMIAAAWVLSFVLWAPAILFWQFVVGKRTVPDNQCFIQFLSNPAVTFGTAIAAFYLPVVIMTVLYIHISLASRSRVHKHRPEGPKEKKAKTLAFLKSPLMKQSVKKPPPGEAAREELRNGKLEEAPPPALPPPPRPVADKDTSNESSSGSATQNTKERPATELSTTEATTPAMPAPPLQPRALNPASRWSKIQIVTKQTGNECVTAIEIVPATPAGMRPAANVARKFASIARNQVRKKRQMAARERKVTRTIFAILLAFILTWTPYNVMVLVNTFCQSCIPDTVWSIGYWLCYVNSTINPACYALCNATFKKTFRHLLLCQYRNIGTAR
# M4 ag = CHRM4 agonism in calcium assay | P08173 | CHO-K1 hM4/Gqi5, Fluo-8 calcium fluorescence; vehicle 0%, full acetylcholine response 100% | activation, % at 3 µM | 360,000 compounds, 0.14% hits | AID 624127;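 active means activation above the run mean over all test wells plus 3 SD, cut at about 32% in these data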;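 further: peak over basal fluorescence ratio per well then scaled between controls; 0% = DMSO wells and 100% = acetylcholine at EC100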
# M4 PAM = CHRM4 positive allosteric modulation | P08173 | CHO-K1 hM4/Gqi5, Fluo-8 calcium fluorescence, ACh EC20; 0% = ACh EC20, 100% = maximal ACh | activation, % at 3 µM | 360,000 compounds, 0.4% hits;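 active means activation above its plate's cutoff, the mean activation of sample wells plus 3 SD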; further: some results filed as inactive read as strong as hits
# CHO-K1 Ca antag = M1 antagonist counterscreen hit in parental CHO-K1 cells | 360,000 compounds, 0.6% hits | inhibition, % at 3 µM | ATP-induced calcium, Fluo-8 fluorescence;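 active means inhibition above a per-plate cutoff, the plate's mean sample inhibition plus 3 SD, cut at about 24% in these data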;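 further: 0% = DMSO plus EC80 ATP and 100% = DMSO alone without ATP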
# CHO-K1 Ca PAM = M1 PAM counterscreen hit in parental CHO-K1 cells; ATP EC20, Fluo-8 calcium fluorescence; 0% at ATP EC20, 100% at ATP max; activation, % at 3 µM; 360,000 compounds, 0.02% hits;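 active means activation above the run cutoff, the mean activation of all test compounds plus 3 SD, cut at about 40% in these data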;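 further: peak over basal fluorescence ratio in a 140 s read after ATP addition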
# The depositor's hits bear a star; & = joins results of further samples. Not all compounds are listed; rates above refer to the full screens.
Compound,CHO-K1 Ca ag,M5 ag,CHRM5 PAM,M5 antag,CHRM4 antagonist,M4 ag,M4 PAM,CHO-K1 Ca antag,CHO-K1 Ca PAM
CCc1ccc(C(=O)C23CN4CN(CN(C4)C2)C3)cc1,0.4,0,-3,3,-1,1,0,-21,18
CCCCn1c(O)c(C(C)=NCCc2c[nH]c3ccccc23)c(=O)[nH]c1=O,4.4,4,-16,19,1,12,-17,6,-14
OC1(c2ccccc2)CCNC2CCCCC21 (stereo not drawn),-0.2,-3,2,9,6,1,0,1,0
Nc1c(Cl)cc([N+](=O)[O-])cc1Cl,0.1,-6,-7,-1,-21,2,3,-15,-3
CCCCOC1OCN(C2CCCCC2)CC1(C)C (stereo not drawn),-0.3,1,-3,-6,-9,1,0,-2,-10
NC1=Nc2ccccc2Oc2ccccc21,1.4,2,8,-4,1,0,6,-1,9
CN(C)[C@@H]1C(=O)C(C(N)=O)=C(O)[C@@]2(O)C(=O)C3=C(O)c4c(O)ccc(Cl)c4[C@@](C)(O)C3C[C@@H]12 (stereo partly drawn),1.1,2,0,-1,1,1,-2,-5,4
NNCc1ccccc1,-0.3&-0.2,1&1,6&1,-4&-1,8&1,0&0,-2&0,-1&0,-2&-3
CSc1ncc(Cl)c(C(=O)O)n1,0.0,-3,8,1,-7,0,5,3,5
Cc1cccc(N2C(=O)NC(=O)/C(=C\c3cnc(-c4ccccc4)nc3)C2=O)c1,0.4,-1,3,3,3,1,0,-3,23
Cc1cccc(N2C(=O)NC(=O)/C(=C\c3cccn3-c3ccc(Cl)cc3)C2=O)c1,0.5,7,-1,2,2,4,2,1,11
O=c1c2ccccc2[nH]c(=S)n1-c1ccc2c(c1)OCCO2,0.5,-3,7,8,-1,1,13,-7,14
C[C@]12CCC(=O)C(O)=C1CC[C@@H]1[C@@H]2CC[C@]2(C)C(=O)CC[C@@H]12,1.9,2,-10,5,-19,10,-8,23,-9
Fc1cccc(-c2ccc3c(c2)CNCc2cnnn2-3)c1,1.6,-1,1,3,-6,3,2,1,8
COC(=O)C1=C(c2ccc(OC)c(OC)c2)C[C@@H]2CC[C@H]1N2C(=O)NCc1ccco1,0.4,-3,5,7,-11,0,1,-7,7
c1ccc(CN2CCN(Cc3ccc4ccccc4c3)CC2)cc1,1.3,-14,0,-6,-4,1,-9,-13,14
CN1C(=O)C(=Cc2ccccc2OS(=O)(=O)c2ccccc2)C(=O)N(C)C1=O,0.3,-7,-2,10,-7,1,2,-9,5
CN1CCN(c2ccc(NC(=O)C(C)(C)C)cc2)CC1,0.4,-7,6,-3,-11,0,8,-9,18
O=[N+]([O-])c1cc(S(=O)(=O)c2ccc(O)c([N+](=O)[O-])c2)ccc1O,0.9,1,5,3,4,1,1,-19,26
CCc1n[nH]c(CCN)n1,0.6,6,4,-6,0,0,0,-6,-3
Cc1nn(Cc2ccccc2Cl)c(Cl)c1C(=O)OC(C(=O)NC(N)=O)C(C)C (stereo not drawn),-0.3,0,5,2,2,0,4,-3,10
CC1=CC(=O)C2=C(C)C[C@H](O)[C@@H]3[C@H](OC(=O)[C@H]3C)[C@@H]12,0.0,0,3,0,-8,0,2,8,-10
CCOC(=O)c1sc(/N=C/c2c(O)n(-c3ccccc3)c(=O)[nH]c2=O)c(C#N)c1C,0.0,-2,0,3,5,1,12,-2,-3
COc1ccc(N=C(C)c2c(O)n(C)c(=O)n(C)c2=O)c(OC)c1,1.6,0,-2,0,2,3,4,-13,19
CN1CCC(N(C)Cc2cccnc2)CC1,0.1,0,0,-8,11,0,-6,0,7
COC(=O)c1cn(Cc2ccc(F)cc2)c2ccccc12,-0.2,-3,-1,-3,-19,-2,7,-11,30
CC1CN1c1cc2c(c3c1ccn3C)C1CCC2C1 (stereo not drawn),-0.3,1,3,-2,-3,0,-2,11,14
C=CCNC(=S)N1Cc2cc(Br)ccc2-n2nncc2C1,0.3,-3,-4,-6,-26,7,-1,15,2
O=C(CN1CCCC1)Nc1ccc(Cl)cc1C(=O)c1ccccc1,-0.5,-7,9,6,-7,1,4,-9,0
O=P(C(c1ccc2c(c1)OCO2)N1CCOCC1)(N1CCOCC1)N1CCOCC1 (stereo not drawn),0.4,-5,6,-1,-4,1,9,-8,23
CCC(C)N1Cc2ccccc2C1=N (stereo not drawn),0.0,-3,3,-7,6,0,-5,-5,19
Nc1ccc2ccccc2c1,1.0,4,7,2,-10,1,3,-17,16
CNCC(O)c1ccc(O)cc1 (stereo not drawn),-0.1,0,-7,4,14,0,-8,10,-11
O=C1CN=C(c2ccccc2)c2oc3ccc(Br)cc3c2N1,0.6,-1,4,-7,13,-2,5,-9,23
CCN1CCN(S(=O)(=O)c2ccc(Cl)c(C(=O)Nc3ccc(C(=O)N(CC)CC)cc3)c2)CC1,0.8,-8,4,-5,3,2,0,-5,2
C[C@@H]1CN([C@H](C)CO)C(=O)CCCn2nncc2CO[C@@H]1CN(C)C(=O)Oc1ccc2ccccc2c1,0.8,-2,2,-1,-11,1,8,-11,13
NC(Cc1ccc(Cl)cc1)c1csc(Nc2ncccn2)n1 (stereo not drawn),5.3,4,0,0,96*,2,-14,-26,23
CCOP(=O)(OCC)C(NC(=O)CC(C)C)C(Cl)(Cl)Cl (stereo not drawn),0.2,-7,-6,4,6,1,-4,-7,5
Cc1cccc(C)c1-n1nnnc1C(CCc1ccccc1)N1CCC(n2c(=O)[nH]c3ccccc32)CC1 (stereo not drawn),1.7,2,1,5,-3,6,0,-11,8
CC(C)(C)C(O)C(Oc1ccc(Cl)cc1)n1cncn1 (stereo not drawn),0.6,0,10,-9,-1,0,1,9,8
COc1ccc(-n2c(/C=C/c3ccc(O)c(OC)c3)nc3ccccc3c2=O)cc1,5.9,4,-16,19,2,10,-7,-2,9
CN(C(=O)Oc1ccc(Cl)c2cccnc12)c1ccccc1,1.4,3,-7,5,2,3,0,-8,6
Cc1cc(/C=C2/C(=O)NC(=O)N(c3ccccc3)C2=O)c(C)n1-c1ccc(F)cc1,0.4,1,-2,0,13,1,1,-7,-5
O=C(CN1CCCC1=O)NCCc1ccccc1,-0.3,2,6,11,6,0,-4,-9,6
CC1(O)CCC2C3CCC4=CC(=O)CCC4=C3C=CC21C (stereo not drawn),12,10,-16,14,-5,17,-5,-15,8
Cc1nn(Cc2ccccc2Cl)c(C)c1C(=O)OCC(=O)NC1CCCC(C)C1C (stereo not drawn),1.3,-3,0,-5,-5,0,-2,-2,25
CCn1c(=O)n(CC(=O)N2CCC3(CC2)OCCO3)c(=O)c2ccccc21,-0.2,-2,1,-1,0,0,-1,0,7
CCOC(=O)c1ccc(N2C(=O)CC(N3CCC(C#N)(c4ccccc4)CC3)C2=O)cc1 (stereo not drawn),1.0,-2,-8,7,-3,5,-2,0,0
Cc1cccc(N2C(=O)NC(=O)/C(=C\c3cc(C)n(-c4sc5c(c4C#N)CCCC5)c3C)C2=O)c1C,1.5,-4,-6,10,0,3,-1,-6,13
CCN1c2nc3c(C)cccn3c(=O)c2CC2(C(=O)N(C)C(=O)N(C)C2=O)C1C (stereo not drawn),0.5,-3,-1,2,4,0,4,-3,4
CSCc1nnc2n1-c1ccc(Cl)cc1C(c1ccccc1)=NC2,0.1,0,-5,-1,-1,2,1,5,-6
N=c1sc2c(n1Cc1ccccc1)CCCC2,1.3,-5,6,-5,-2,2,1,-26,29
Brc1ccc2[nH]cc(/C=N/N3CCCCC3)c2c1,0.9,20,-1,13,-11,6,1,1,8
COc1ccc2[nH]cc(CCN=C(N)N)c2c1,0.5,-4,-4,-9,-6,2,5,2,9
Cc1ccc(-n2c(/C=C/c3ccccn3)nc3ccccc3c2=O)cc1,4.9,0,-7,7,-11,17,-10,-7,11
CCOc1ccc(C2C(C#N)=C(N)Oc3c2c(=O)oc2ccccc32)cc1 (stereo not drawn),1.5,-1,-4,3,17,2,-10,-13,8
COC(=O)C1=C(c2ccc(Cl)c(C(F)(F)F)c2)C[C@@H]2CC[C@H]1N2C(=O)N1CCC(O)(c2ccc(Cl)cc2)CC1,0.6,-2,-6,3,-3,-1,-2,-26,12
COC(=O)C1=C(c2ccc(S(C)(=O)=O)cc2)C[C@@H]2CC[C@H]1N2C(=O)NC1CCCCC1,4.6,-1,4,10,-4,0,9,22,-9
O=C1CN(O)C(c2ccccc2)=c2cc(Br)ccc2=N1,0.9,2,9,2,2,-1,-5,-8,18
COc1ccc(OCC(=O)N2CCN(Cc3ccc(SC)cc3)CC2)cc1,3.0,4,-4,10,-9,9,-5,-3,-8

# An excerpt from further up, as a working copy:
Compound,CHO-K1 Ca ag,M5 ag,CHRM5 PAM,M5 antag,CHRM4 antagonist,M4 ag,M4 PAM,CHO-K1 Ca antag,CHO-K1 Ca PAM
CCC(C)N1Cc2ccccc2C1=N (stereo not drawn),0.0,-3,3,-7,6,0,-5,-5,19
Nc1ccc2ccccc2c1,1.0,4,7,2,-10,1,3,-17,16

# Next part.
Compound,CHO-K1 Ca ag,M5 ag,CHRM5 PAM,M5 antag,CHRM4 antagonist,M4 ag,M4 PAM,CHO-K1 Ca antag,CHO-K1 Ca PAM
O=C(c1ccccc1F)c1cn(CC(=O)N2CCCC2)c2ccccc12,1.1,-6,6,4,-3,0,5,-13,26
CC12CN3CCN(CC(C3)/C1=N/NC(N)=O)C2,4.1,-2,-23,19,5,12,-30,1,-1
CC1=C[C@@H]2c3cccc4[nH]cc(c34)C[C@H]2N(C)C1,1.3,-7,-14,2,57*,2,-16,-13,-2
CC(=NCc1ccco1)c1c(O)n(-c2ccccc2)c(=O)[nH]c1=O,-0.1,-1,0,0,7,1,3,-3,6
O=C1NCN(c2ccccc2)C12CCN(C(c1cccc3ccccc13)c1nnnn1Cc1ccccc1)CC2 (stereo not drawn),0.9,6,9,1,2,2,-3,6,12
COc1ccc(C(=O)C2CCCN(Cc3cnc(C)s3)C2)c(OC)c1 (stereo not drawn),2.5,-1,-8,7,-12,9,6,1,-5
CC(C)N1CCN(Cc2cc3c(cc2Cl)OCO3)CC1CCO (stereo not drawn),-0.3,-5,-10,11,-4,0,-22,-5,13
COCCNCCOc1ccc(C(C)(C)c2ccccc2)cc1,4.9,-4,-9,4,-3,7,-14,-6,19
CCN1CC2([N+](=O)[O-])CC=C(Cl)C([N+](=O)[O-])(C1)C2 (stereo not drawn),-0.2,-6,3,11,-17,1,-1,-12,5
CCCCn1c(N)c(C(=O)OCC2CCCO2)c2nc3ccccc3nc21 (stereo not drawn),2.6,1,-4,-3,-15,4,0,-4,18
C#C[C@]1(O)CCC2C3C(=O)C=C4C=CCC[C@]4(C)C3CC[C@@]21C (stereo partly drawn),7.0,6,-9,2,-16,20,-6,-5,4
COC(=O)C1=C(c2ccc(OCc3ccccc3)cc2)C[C@@H]2CC[C@H]1N2C(=O)NCc1ccc2c(c1)OCO2,5.5,1,-4,4,-4,7,-6,-7,16
CN(C)C(=O)Oc1cccc(-c2cn3cc(Cl)ccc3n2)c1,0.5,-1,-2,6,0,0,7,-3,3
CC(=O)N1CC(=O)Nc2ccc(F)cc2C1c1ccccc1 (stereo not drawn),1.0,-3,-3,6,-2,1,7,-17,8

# Screens deposited in PubChem by The Scripps Research Institute Molecular Screening Center.
